UDG counter – Primary qHTS assay for inhibitors of Activation Induced Cytidine Deaminase (AID): UDG Counterscreen signal. Uracil-DNA glycosylase. Potency, µM (highest dose often 115 µM), inactives show at the highest dose activity change, negative = inhibition, usual class: inhibitors. FRET deamination/UDG coupled assay, UDG read, 4 h. hit rate 0.14% among 91,000; note: nearly all actives have a fitted effect of over 65% in size
AID inhibitor – Primary qHTS assay for inhibitors of Activation Induced Cytidine Deaminase (AID): AID signal. AID 1347428, 2020. Potency, µM (series often up to 115 µM), without a hit: at the highest dose activity change, negative = inhibition, usual class: inhibitors. AID deamination FRET fluorescence, UDG-coupled, 4 h. Single-stranded DNA cytosine deaminase (Homo sapiens), Q9GZX7. hit rate 0.32% among 91,000; note: nearly all actives have a fitted effect of over 25% in size
Target sequence (Q9GZX7 whole entry, looked up): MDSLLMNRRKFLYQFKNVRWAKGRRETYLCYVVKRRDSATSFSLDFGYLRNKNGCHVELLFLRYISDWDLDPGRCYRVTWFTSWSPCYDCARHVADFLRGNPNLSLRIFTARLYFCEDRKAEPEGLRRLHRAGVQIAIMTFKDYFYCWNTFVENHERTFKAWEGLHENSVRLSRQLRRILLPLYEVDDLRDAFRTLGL
Active calls of the source: *; ? = inconclusive; & = joins results of further samples; [ ] = dose if it differs, or a comment. Calls come from the whole dose curve; as a rule, active = well fitted curve in the direction sought with a large enough effect; inconclusive = small, poorly fitted or top-dose-only effect, or another doubt; inactive = no such curve, though single readings can be large; an effect the other way counts as inactive or inconclusive. % is set by controls: 0 for no effect and ±100 for the full control effect; potency is the fitted concentration of half-maximal effect.

SMILES | UDG counter | AID inhibitor
COc1cc(C(c2c(O)c3ccccc3oc2=O)c2c(C)n(C)n(-c3ccccc3)c2=O)ccc1OCC(=O)O (stereo not drawn) | -1.8% | 17.2%
C=C(C)C(=O)OC[N+](C)(C)CCOC(=O)C(O)(c1ccccc1)C1CCCC1 (stereo not drawn) | -5.9% | -29.2%
Cc1ccc2scc(N3CCN(C)CC3)c(=O)c2c1 | -2.6% | 10.0%
CN1CCN(c2ccc([N+](=O)[O-])c3cccnc23)CC1 | -6.0% | 1.1%
N[C@H](CO)Cc1ccc(O)cc1 | -0.2% | 5.2%
CCN(CC)C(=O)c1ccc(NC(=S)NCCOC)cc1 | 2.6% | 2.7%
Cc1cc(C)cc(-n2c(/C=C/c3cccc(F)c3)nc3ccccc3c2=O)c1 | 37.7%[activator] | 10.3%
OCc1cnc[nH]1 | 9.6% | 5.4%
CCC(C)N1CCN(Cc2ccc(OC)c(Br)c2)CC1 (stereo not drawn) | -7.9% | 2.7%
COc1ccccc1-n1c(/C=C/c2ccccc2)nc2ccccc2c1=O | 0.0% | -0.4%
N=C(N)c1cc([N+](=O)[O-])cc([N+](=O)[O-])c1 | -12.3% | 8.6%
Cc1ccc(N2CC(C(=O)OCC(=O)Nc3ccc(C#N)c(Cl)c3)CC2=O)cc1 (stereo not drawn) | 3.2% | 3.0%
Cc1ccc(NC(=O)N(Cc2ccc3c(c2)OCO3)C2CCN(Cc3ccccc3)CC2)cc1F | -11.8% | ?
CCC(=O)OC1(Cc2ccc(CC)cc2)CC(C)N(C)CC1C (stereo not drawn) | 9.1% | -1.6%
Cc1cc(-n2c(/C=C/c3ccc(Br)s3)nc3ccccc3c2=O)ccc1Br | ? | ?
Cc1oc2cc(OCC(=O)N3CCN(C)CC3)ccc2c(=O)c1-c1ccccc1 | 25.3% | -8.5%
NC1CC1c1ccccc1C(F)(F)F (stereo not drawn) | -7.5% | 3.4%
CN(C)CCC(=O)c1ccccc1 | -1.4% | -2.4%
Cc1ccc(-n2c(/C=C/c3cccs3)nc3ccccc3c2=O)cc1C | -15.8% | -21.4%
Cc1cccc(-n2nnnc2C2(N3CCCCC3)CCCCC2)c1 | -1.9% | -20.1%
Cc1o[nH]c(=O)c1CC(N)C(=O)O (stereo not drawn) | -9.2% | -10.5%
Cc1ccc2c(=O)n(-c3cccc(Cl)c3)c(=O)[nH]c2c1 | -3.5% | 127.0%[activator]
CC1C(c2ccc(F)cc2)=[N+]([O-])C(C)(C(=O)c2ccccc2)N1O (stereo not drawn) | 5.0% | 2.2%
CC(C)c1ccc(OCC(=O)N2CCN(CCc3ccncc3)CC2)cc1 | 28.9% | 5.4%
N#Cc1cc2c(nc1SCC(=O)Nc1ccc(Cl)c(C(F)(F)F)c1)C1CCN2CC1 | -6.7% | -6.1%
O=C(Nc1ccc(F)c([N+](=O)[O-])c1)c1cccn(Cc2ccccc2)c1=O | -15.2% | 29.0%
CC(Cc1cccc(Cl)c1)NC(=O)CCCNC(=O)C1CC1 (stereo not drawn) | -2.9% | 4.0%
CC1(O)CCC2C3CCC4=CC(=O)CC[C@]4(C)C3CC[C@@]21C (stereo partly drawn) | -2.1% | -5.2%
CC(=O)OC1CC2(O)[C@@H]3CCC4CC(OC5CC(O)C(OC6CC(O)C(OC7CC(O)C(O)C(C)O7)C(C)O6)C(C)O5)CCC4(C)[C@H]3CCC2(C)C1C1=CC(=O)OC1 (stereo partly drawn) | -3.8% | 3.1%
Cc1nnc(NC(=O)c2cccn(Cc3cccc([N+](=O)[O-])c3)c2=O)s1 | 2.4% | -5.2%
O=C(c1cn[nH]c1-c1ccc(F)cc1)N1CCC2(CC1)OCCO2 | 9.1% | -2.0%
COc1cccc(CN2CCN(C)CC2)c1OC | -6.4% | -5.0%
O=C(COc1ccc(Br)cc1)Nc1ccc(Cl)cc1C(=O)c1ccccc1 | -0.9%[57.5 µM] | 1.7%
N#CCCN | 0.3% | -1.8%
C=CCOc1cccc(CNCCc2ccccc2)c1 | -13.1% | 1.2%
COC(=O)c1ccccc1NC(=O)c1cccn(Cc2cccc(Cl)c2)c1=O | -6.6% | -16.3%
Cc1ccc(C(O)(c2ccc(C)c(C)c2)C2CN3CCC2CC3)cc1C (stereo not drawn) | -3.4% | -10.9%
Cc1ccc2c(c1)C(Cc1nc3ccccc3c(=O)n1-c1ccc(Br)cc1)C(=O)N2 (stereo not drawn) | ? | 6.1%
Nc1ccncc1 | 4.5% | 7.0%
Cc1ccccc1Cn1cccc(C(=O)Nc2cc(Cl)ccc2C#N)c1=O | -4.1% | 156.1%[activator]
O=C(NC(O)C(Cl)(Cl)Cl)c1ccco1 (stereo not drawn) | -0.5% | -5.2%
Oc1ccc2c3c1O[C@H]1c4oc5ccccc5c4C[C@@]4(O)C(C2)N(CC2CC2)CCC314 (stereo partly drawn) | -14.5% | ?
CC(NCc1ccco1)C(O)c1ccccc1 (stereo not drawn) | 3.7% | 0.1%
CC(C)CNC(=O)/C=C/c1ccc(C(C)C)cc1 | -4.4% | -4.7%
OC(c1ccccc1)(c1ccccc1)C1CN2CCC1CC2 (stereo not drawn) | -3.5% | -12.5%
CCCCc1ccc(NC(=O)c2cccn(Cc3ccc(Cl)cc3)c2=O)cc1 | -17.3% | 10.4%
COc1ccccc1CN1CCN(C(=O)COc2cccc(C)c2)CC1 | 0.6% | -2.3%
CC(C)c1cccc(C(C)C)c1O | 7.0% | 8.3%
C#CCN1CCN(Cc2ccc3c(c2)OCCO3)CC1 | -11.8% | -7.6%
COc1ccccc1OCCCn1cc(C(=O)C(F)(F)F)c2cc(Br)ccc21 | -8.7% | -13.5%

Profiles, looked up by structure. Screens in order: UDG counter, AID inhibitor
`CC(NCc1ccco1)C(O)c1ccccc1` (stereo not drawn) in the list: 3.7%, 0.1%
`O=C(NC(O)C(Cl)(Cl)Cl)c1ccco1` (stereo not drawn) in the list: -0.5%, -5.2%
`COc1ccccc1CN1CCN(C(=O)COc2cccc(C)c2)CC1` in the list: 0.6%, -2.3%

Following part:
SMILES | UDG counter | AID inhibitor
CCCCc1ccc2[nH]c(C)c(CCN)c2c1 | 5.6% | -4.5%
CC(=O)c1ccc(NC(=O)c2sc3nc4c(cc3c2N)N2CCC4CC2)cc1 | 2.4% | 25.1%
C=CC[N+](CC#CCO)(CCCC)CCCC | 5.6% | 2.6%
CCC12CN3CC(CC)(CN(C1)C3c1ccccn1)C2=O (stereo not drawn) | -0.4%&-2.8% | -0.4%&-7.8%
Cc1[nH]c2ccc(F)cc2c1CC(=O)N1CCN(CC(=O)N2CCCC2)CC1 | 7.6% | 9.6%
Cc1nnc(NC(=O)c2cccn(Cc3ccccc3)c2=O)s1 | 5.2% | 0.6%
Cc1ccc(Cn2cccc(C(=O)Nc3cc([N+](=O)[O-])ccc3C)c2=O)cc1 | 6.4% | -2.5%
COc1ccc(Oc2c(C)oc3cc(OCC(=O)N4CCN(C)CC4)ccc3c2=O)cc1 | 46.2%[activator] | -9.4%
Cc1[nH]nc2c1C(c1ccc3c(c1)OCCO3)SCC(=O)N2 (stereo not drawn) | -1.5% | -5.9%
Cc1ccc(CNCCc2c[nH]c3ccccc23)cc1 | ? | -11.2%
COCCOc1cc2c(cc1C=O)OCO2 | -1.1% | 3.2%
Cn1ccn(C(F)(F)C(F)F)c1=[Se] | 1.8% | 3.9%
COc1ccc(OCC(=O)N2CCN(Cc3cc(=O)n4nc(-c5ccccc5C)sc4n3)CC2)cc1 | ? | 23.1%
COc1ccc(Cl)cc1NC(=O)CN1C(=O)CN=C(c2ccccc2)c2cc(Cl)ccc21 | -24.6%[57.5 µM] | -12.6%
CCN(C(=O)CN1CC=C(c2ccccc2)CC1)C1CCS(=O)(=O)C1 (stereo not drawn) | 1.1% | 4.9%
c1ccc(CNC2(c3nnnn3-c3ccccc3)CCCCC2)cc1 | -17.4% | -20.8%
Cc1ccc(-n2c(/C=C/c3ccc(Br)s3)nc3ccccc3c2=O)cc1 | 62.5%[activator] | -12.5%
NC1(c2ccccc2)CC1 | -0.5% | 0.8%
O=C(COc1ccccc1F)N1CCN(Cc2cc(=O)n3nc(-c4ccccc4Cl)sc3n2)CC1 | 80.0%[activator] | 130.8%[activator]
NC(=O)c1ccc(OCC(O)CN2CC=C(c3ccc(F)cc3)CC2)cc1 (stereo not drawn) | -8.6% | 7.2%

In the list so far, twelve contain fluorine.
SMILES | UDG counter | AID inhibitor
Cc1cc(C)cc(-n2c(/C=C/c3cccc(F)c3)nc3ccccc3c2=O)c1 | 37.7%[activator] | 10.3%
Cc1ccc(NC(=O)N(Cc2ccc3c(c2)OCO3)C2CCN(Cc3ccccc3)CC2)cc1F | -11.8% | ?
NC1CC1c1ccccc1C(F)(F)F (stereo not drawn) | -7.5% | 3.4%
CC1C(c2ccc(F)cc2)=[N+]([O-])C(C)(C(=O)c2ccccc2)N1O (stereo not drawn) | 5.0% | 2.2%
N#Cc1cc2c(nc1SCC(=O)Nc1ccc(Cl)c(C(F)(F)F)c1)C1CCN2CC1 | -6.7% | -6.1%
O=C(Nc1ccc(F)c([N+](=O)[O-])c1)c1cccn(Cc2ccccc2)c1=O | -15.2% | 29.0%
O=C(c1cn[nH]c1-c1ccc(F)cc1)N1CCC2(CC1)OCCO2 | 9.1% | -2.0%
COc1ccccc1OCCCn1cc(C(=O)C(F)(F)F)c2cc(Br)ccc21 | -8.7% | -13.5%
Cc1[nH]c2ccc(F)cc2c1CC(=O)N1CCN(CC(=O)N2CCCC2)CC1 | 7.6% | 9.6%
Cn1ccn(C(F)(F)C(F)F)c1=[Se] | 1.8% | 3.9%
O=C(COc1ccccc1F)N1CCN(Cc2cc(=O)n3nc(-c4ccccc4Cl)sc3n2)CC1 | 80.0%[activator] | 130.8%[activator]
NC(=O)c1ccc(OCC(O)CN2CC=C(c3ccc(F)cc3)CC2)cc1 (stereo not drawn) | -8.6% | 7.2%

Other records
SMILES | UDG counter | AID inhibitor
c1ccc2cc(CC3=NCCN3)ccc2c1 | 0.0% | -10.7%
Cc1cccc(CNCCc2c[nH]c3ccccc23)c1 | -9.3% | -19.0%
Cc1cccc(CN2CCN(C(=O)Cc3n[nH]c(=O)c4ccccc34)CC2)c1 | 10.1% | 5.5%
COc1cccc(-n2c(/C=C\c3ccc(Cl)cc3)nc3ccccc3c2=O)c1 | -7.8% | -21.4%
Cc1ccc2nc(NC(=O)c3cccn(Cc4ccc(Cl)cc4)c3=O)sc2c1 | 0.1% | 5.9%
COc1ccc(C)cc1NC(=O)c1cn(C)c2ccccc12 | -1.8% | -0.6%
NC(=O)C1CCN(C(=O)c2cn(Cc3ccccc3)c3ccccc23)CC1 | -4.2% | 1.0%
C=CCN1CC[C@]23c4c5ccc(O)c4O[C@@H]2/C(=N/N=C2\CC[C@@]4(O)C6Cc7ccc(O)c8c7[C@@]4(CCN6CC=C)[C@@H]2O8)CC[C@@]3(O)C1C5 | -1.0% | 1.8%
CN1C2CCC1CC(OC(=O)c1cc(Cl)cc(Cl)c1)C2 (stereo not drawn) | 3.0% | -6.0%
Cc1cccc(CN2C(=O)CN=C(c3ccccc3)c3ccccc32)c1 | -6.1%[57.5 µM] | ?

Structures shown so far with a CF3 group:
SMILES | UDG counter | AID inhibitor
NC1CC1c1ccccc1C(F)(F)F (stereo not drawn) | -7.5% | 3.4%
N#Cc1cc2c(nc1SCC(=O)Nc1ccc(Cl)c(C(F)(F)F)c1)C1CCN2CC1 | -6.7% | -6.1%
COc1ccccc1OCCCn1cc(C(=O)C(F)(F)F)c2cc(Br)ccc21 | -8.7% | -13.5%

Remaining list, next part:
SMILES | UDG counter | AID inhibitor
O=C(O)CCCc1ccc(N(CCCl)CCCl)cc1 | 5.2% | -8.9%
C#CCN1CCN(Cc2ccc(OC)c(OC)c2)CC1 | -5.0% | -3.3%
Cc1ccc(C2=CCN(Cc3oc(CO)cc(=O)c3O)CC2)cc1 | 5.5% | -0.4%
COc1ccc(NC(C)=O)cc1NC(=O)c1cccn(Cc2ccccc2)c1=O | -9.6% | 12.4%
CNc1ccc2oc(C[C@H]3O[C@@]4(CC[C@H]3C)O[C@H]([C@H](C)C(=O)c3ccc[nH]3)[C@H](C)C[C@H]4C)nc2c1C(=O)O | -2.1% | ?
CCOCCCNC1CC(C)CC(C)(C)C1 (stereo not drawn) | -3.6% | 0.0%
C#CCOc1ccc(CCN)cc1 | 3.8% | 1.2%
Cc1ccc(C(C)(C)C)c(OCC(=O)Nc2ccc(Cl)cc2C(=O)c2ccccc2)c1 | -18.2% | -18.0%
O=[N+]([O-])c1ccc(N2CCC(O)CC2)c2ccncc12 | -2.0% | 7.7%
CCOC(=O)c1c(C)n(Cc2ccccc2)c2ccc(O)cc12 | -9.3% | -6.1%
CCc1c(C)nc(N2CCN(CC)CC2)[nH]c1=O | 42.0%[activator] | -3.8%
CN(C)C(=O)Oc1ccc2c(=O)c(-c3ccccc3)c(C(F)(F)F)oc2c1 | 0.5% | 3.3%
Cc1cc(C)c2[nH]c(C)c(CCN)c2c1 | -0.1% | 8.6%
CCCC1CCC(NC(C)C)CC1 (stereo not drawn) | 3.4% | 1.3%
O=C1CC(c2c(F)cccc2Cl)c2c(c3ccccc3oc2=O)O1 (stereo not drawn) | 0.7% | 18.2%
N#Cc1cccc(NC(=O)CSc2nc3c(cc2C#N)N2CCC3CC2)c1 | 5.9% | 2.6%
O=C(c1cn(Cc2ccccc2F)c2ccccc12)C1CCCCC1 | -10.9% | -14.3%
Cc1[nH]nc2c1C(c1cccc(OCC(C)C)c1)SCC(=O)N2 (stereo not drawn) | 0.9% | -3.1%
NC1CCc2cc(O)c(O)cc2C1 (stereo not drawn) | -8.5% | 2.9%
C[N+](C)(C)CCOC(=O)CBr | 0.7% | 5.2%
CC(C)(C)NC(=O)NC(O)C(Cl)(Cl)Cl (stereo not drawn) | 1.5% | -0.8%
COc1cccc(CCNCc2ccc(OC)c3ccccc23)c1 | -10.2% | -29.2%

A portion of the library (hit frequency here may not be typical).
